Source: PubChem BioAssay (several laboratories)
Fam108B counter = blocks mouse Fam108B hydrolase in RBBP9 counter-screen. inhibition, % at 9.51 µM. 0.33% of 300,000 active. recombinant Fam108B, FP-Rh probe fluorescence polarization;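 active = inhibition above the screen mean inhibition plus 3 SD, computed separately per campaign, cut at about 18% in these data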;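 note: inhibitors lower polarization as less probe binds the enzyme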
ZTA DNA inh = counter-screen for EBNA-1 inhibitors: inhibitors of Epstein-Barr virus ZTA | P03206 | ZTA-DNA binding, fluorescence polarization | inhibition, % at 11 µM | 0.15% of 320,000 active | AID 2234; in the data active = inhibition above about 33%
Target sequence (P03206 whole entry, looked up): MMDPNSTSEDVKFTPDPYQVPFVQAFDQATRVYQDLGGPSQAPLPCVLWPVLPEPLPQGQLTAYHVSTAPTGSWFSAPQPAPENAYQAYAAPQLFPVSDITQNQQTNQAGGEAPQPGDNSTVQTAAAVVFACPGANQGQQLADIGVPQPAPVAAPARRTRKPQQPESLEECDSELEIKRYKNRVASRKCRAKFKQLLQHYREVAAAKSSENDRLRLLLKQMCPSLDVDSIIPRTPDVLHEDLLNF
GLD-1 TGE inh = GLD-1-TGE RNA interaction inhibition (C. elegans) | purified GLD-1 + fluorescein TGE RNA, fluorescence polarization | inhibition, % at 5.96 µM | Q17339 | 0.44% of 320,000 active | AID 2280;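 active = percent inhibition above a per-plate cutoff, the plate mean of test compounds plus 3 SD, cut at about 30% in these data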;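 note: 0% = DMSO wells with GLD-1 and probe and 100% = wells lacking GLD-1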
Efflux pump inh = inhibitors of Candida antifungal efflux pumps expressed in yeast; AID 485275; S. cerevisiae Candida pump triplex, Nile Red efflux; inhibition, % at 10 µM; 0.44% of 330,000 active;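 active = plate passing quality check with inhibition over a set limit, or well fluorescence over plate mean plus 4 SD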;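 note: Nile Red retained in pooled yeast measured as flow cytometry median fluorescence; 0% = buffer negative control and 100% = Enniatin B positive control; higher means more Nile Red kept so more efflux inhibition; some compounds called inactive have numbers as strong as hits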
EBNA-1 inh = blocks EBNA-1 binding to DNA; EBNA-1 DNA binding, fluorescence polarization; inhibition, % at 14.8 µM; 0.34% of 300,000 active; AID 1950; in the data active = inhibition above about 28%
MEX-5 binding = C. elegans MEX-5 TCR-2 RNA binding activity | Q9XUB2 | MEX-5/FITC-TCR2 RNA binding, fluorescence polarization; active compounds read low | activity score (negative = inhibition of binding), % at 10 µM | 0.38% of 300,000 active;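 active = inhibition past about -25% in most replicates, and total fluorescence under double the plate's negative control median, limit read from the data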;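 note: 0% = DMSO and -100% = 5 µM competing unlabeled TCR2 RNA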
Target sequence (Q9XUB2 whole entry, looked up): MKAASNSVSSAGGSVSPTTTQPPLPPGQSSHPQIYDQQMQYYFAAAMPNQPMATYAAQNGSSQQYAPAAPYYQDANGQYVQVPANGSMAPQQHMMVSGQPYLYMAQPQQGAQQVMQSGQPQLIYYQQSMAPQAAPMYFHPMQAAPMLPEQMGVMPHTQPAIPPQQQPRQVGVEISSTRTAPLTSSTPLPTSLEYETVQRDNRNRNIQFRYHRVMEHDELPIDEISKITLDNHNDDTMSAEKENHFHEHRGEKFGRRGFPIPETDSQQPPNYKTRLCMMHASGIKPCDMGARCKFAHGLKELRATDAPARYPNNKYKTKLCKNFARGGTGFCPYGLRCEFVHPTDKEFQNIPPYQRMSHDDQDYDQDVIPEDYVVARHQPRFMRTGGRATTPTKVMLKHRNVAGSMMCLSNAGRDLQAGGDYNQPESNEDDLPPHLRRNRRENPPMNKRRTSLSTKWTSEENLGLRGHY
BCLXL inh = blocks human Bcl-xL binding to Bim BH3 peptide; Q07817; GST-Bcl-xL / FITC-Bim BH3 peptide fluorescence polarization; inhibition, % at 10.9 µM; 0.7% of 320,000 active; AID 2129;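 active = inhibition above the mean of all tested compounds plus 3 SD, cutoff set per campaign, cut at about 30% in these data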;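 note: 0% = DMSO wells and 100% = unlabeled Bim-BH3 peptide competitor; inhibitors lower millipolarization by displacing the labeled peptide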
Yeast superoxide = lowers age-related superoxide in aged yeast cells. S. cerevisiae aged cells, superoxide DHE fluorescence; active compounds read low. superoxide response (% of plate mean), % at 10 µM. 0.18% of 330,000 active;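 active = superoxide response under a set limit, about three screen SD below normal, cut at about 65% in these data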;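 note: yeast aged for seven days with compound at 30 °C before DHE staining; 100% = average MFI of all compound-treated wells on the plate with controls excluded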
MCL1-BIM inh = inhibitors of human MCL1 binding to BIM-BH3 peptide. Q07820. GST-MCL1 / FITC-Bim-BH3 fluorescence polarization. inhibition, % at 10.9 µM. 0.68% of 320,000 active. AID 2057;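 active = inhibition above the mean inhibition of all tested compounds plus 3 SD, set per campaign, cut at about 40% in these data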;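 note: 0% = DMSO wells and 100% = unlabeled Bim-BH3 peptide control; higher means more loss of mP so more displacement of Bim peptide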
Target sequence (Q07820 whole entry, looked up): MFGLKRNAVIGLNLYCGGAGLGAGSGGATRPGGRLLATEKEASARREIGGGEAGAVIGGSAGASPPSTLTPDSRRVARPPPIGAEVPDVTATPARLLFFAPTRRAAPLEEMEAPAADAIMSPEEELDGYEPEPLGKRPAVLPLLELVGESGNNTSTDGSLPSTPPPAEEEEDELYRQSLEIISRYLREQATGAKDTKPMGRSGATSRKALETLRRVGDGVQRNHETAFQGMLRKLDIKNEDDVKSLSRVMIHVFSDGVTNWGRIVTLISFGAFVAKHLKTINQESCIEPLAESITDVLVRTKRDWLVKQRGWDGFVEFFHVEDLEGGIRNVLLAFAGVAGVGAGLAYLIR
Active calls of the source: *; nt = no result given. Not a hit list; about 2.3% have a hit in one of these screens.

Every second line gives: GLD-1 TGE inh	EBNA-1 inh	MEX-5 binding	ZTA DNA inh	Efflux pump inh	MCL1-BIM inh	BCLXL inh	Yeast superoxide	Fam108B counter
> Cc1ccc(S(=O)(=O)N2CCOCC2)cc1C(=O)NC1CCCCC1
    -3.2	-2.9	1.5	-2.3	0.2	-3.6	-3.5	111.0	-4.0
> COc1c(C=O)c(CCN(C)C(=O)c2ccc(F)cc2)cc2c1OCO2
    -2.8	15.0	0.0	6.4	-0.1	-3.8	0.4	102.2	-0.8
> CCCCCCCNC(=O)C1(CC2CC(c3ccc(Cl)cc3)=NO2)CCN(C(=O)C2(C)CC2)CC1 (stereo not drawn)
    0.6	-0.5	-3.1	8.0	0.0	1.4	1.9	96.5	-2.6
> O=C(CSc1nnnn1C1CCCCC1)Nc1ccc2c(c1)OCO2
    7.4	-9.9	-3.1	10.8	0.2	-3.0	-2.4	109.8	-7.9
> CCOc1ccc(NC(=O)CSc2nc3ccccc3c(=O)n2Cc2cccs2)cc1
    2.7	5.1	2.0	-10.8	-1.7	6.9	4.6	97.4	3.6
> Cc1ccnc(NS(=O)(=O)c2ccc(NC(=O)c3ccc(Br)o3)cc2)n1
    -2.5	-0.8	1.0	-3.8	0.0	3.9	5.3	81.3	-1.6
> CCC(C(=O)NCc1ccco1)n1nc(-c2ccc(OC)cc2)ccc1=O (stereo not drawn)
    -5.2	3.4	-0.2	6.4	0.0	1.9	3.6	95.2	-4.5
> CC(=O)c1cccc(NC(=O)CN2C(=O)COc3ccc(Cl)cc32)c1
    -2.2	10.5	1.1	15.1	-0.1	-0.9	6.8	93.9	-1.6
> Fc1ccc(-n2c(Cc3cccs3)n[nH]c2=S)cc1Cl
    1.1	-3.1	1.9	2.0	0.1	-11.5	-11.2	90.0	2.9
> Cc1ccc(-c2cn(-c3ccccc3)c(SCC(=O)NC3CCS(=O)(=O)C3)n2)cc1C (stereo not drawn)
    -1.1	1.7	1.6	0.5	0.8	-8.6	-7.8	100.4	-0.2
> Cc1sc(N/N=C/c2cccnc2)nc1-c1ccccc1
    4.5	-5.4	-0.5	-15.6	0.0	6.2	7.1	97.7	5.8
> O=C(CN1C(=O)CSc2ccccc21)N/N=C/c1ccco1
    6.8	-3.4	1.2	18.4	0.0	8.7	6.4	95.1	2.1
> C1CSC2(N1)C1CC3CC(C1)CC2C3 (stereo not drawn)
    -2.2	2.2	-0.5	-6.0	-0.1	4.4	12.1	106.5	-0.1
> N#Cc1nc(-c2ccco2)oc1N1CCC(Cc2ccccc2)CC1
    7.9	7.8	0.9	6.0	0.3	7.5	2.5	105.0	0.2
> CCOP(=O)(OCC)C(C)(C)NC(=O)c1cc([N+](=O)[O-])cc([N+](=O)[O-])c1
    15.0	3.5	2.1	-6.9	-0.1	-4.7	-2.1	114.3	2.7
> CCC(=O)OCC(=O)N=c1sccn1Cc1ccccc1Cl
    -6.1	5.3	0.5	17.6	0.1	-4.7	-0.2	108.9	-0.4
> CCCOC(=O)C1=C(C)N(C)C(=O)NC1c1cc2c(cc1[N+](=O)[O-])OCO2 (stereo not drawn)
    15.3	-16.4	-3.3	6.8	0.2	45.2*	42.5*	110.5	3.9
> CC(C)(C)c1ccc(-c2cc(N)n[nH]2)cc1
    3.7	2.2	-2.5	12.4	0.0	6.4	4.8	81.0	-1.6
> CCOc1ccc(C2/C(=C(/O)c3ccc(OC)cc3)C(=O)C(=O)N2c2cc(C)on2)cc1OC (stereo not drawn)
    3.4	5.0	-2.4	8.4	0.0	4.1	7.3	92.4	1.2
> Fc1ccc(C2CC(c3ccccc3)n3ncnc3N2)cc1 (stereo not drawn)
    8.5	0.3	2.8	-3.7	-0.1	-2.9	3.0	101.2	-3.4
> CC(C)CCNC(=O)CCC(=O)NNc1nc2ccccc2c2nc(-c3ccccc3)nn12
    0.0	10.8	-1.0	-12.2	-0.4	-9.0	2.2	111.1	6.7
> Clc1ccc(OCc2nnc(SCc3nc4ccccc4[nH]3)n2Cc2ccco2)cc1
    -2.2	-4.2	1.0	11.1	0.3	0.0	0.2	68.0	-2.0
> C/C(=N\NC(=O)c1ccccc1)c1nc2ccccc2n1C
    -1.2	0.0	-2.0	-10.2	0.1	4.0	0.4	94.9	2.7
> O=C(Nc1cc(C(F)(F)F)ccc1N1CCCC1)C1=COCCO1
    4.5	-3.8	5.2	-13.4	-0.1	-4.4	-7.3	111.3	4.0
> CCC(C(=O)NCCc1ccc(C)cc1)n1nc(C)c2c(C)n(-c3ccccc3)nc2c1=O (stereo not drawn)
    2.2	-9.9	0.1	-27.1	-0.1	-0.8	-1.5	98.4	-2.1
> COc1cccc(C2=NN(C(=O)c3ccccc3)C(O)(C(F)(F)F)C2)c1 (stereo not drawn)
    -4.2	10.9	0.1	-7.0	0.0	-2.8	-7.7	93.9	3.3
> O=S(=O)(Nc1ccc(S(=O)(=O)Nc2nccs2)cc1)c1ccc2c(c1)OCCO2
    -7.8	-6.2	-1.1	-2.9	0.0	-0.8	2.1	114.4	-1.0
> O=C(CN1CCC(N2CCCCC2)CC1)N1CCCc2ccccc21
    -4.1	-1.6	-0.3	4.8	0.0	-2.0	2.3	101.7	-0.9
> Brc1ccccc1C1CC(c2ccccc2)=Nc2ccccc2N1 (stereo not drawn)
    -5.5	-3.5	-0.4	8.9	0.1	-16.0	1.2	98.2	2.7
> Oc1ccc(CCNc2ncnc3ccc(Cl)cc23)cc1
    -5.1	-11.9	4.4	-2.1	1.0*	-10.2	-12.5	107.8	-1.5
> Cc1cccc(NC(=S)NC(=O)c2oc3ccccc3c2C)n1
    5.0	-6.8	1.1	-4.1	0.6	9.6	4.3	105.9	1.3
> COc1ccc(NC(=O)Nc2ccccc2F)cc1
    -4.0	11.8	2.3	-2.1	0.1	16.4	14.3	90.1	0.5
> O=C(COC(=O)CCc1ccc(S(=O)(=O)N2CCOCC2)cc1)Nc1ccc(Cl)cn1
    2.0	4.6	-3.9	1.5	-0.2	9.7	9.0	90.8	0.2
> COc1ccc2c(c1)O[C@@H](c1cccc(C(F)(F)F)c1)[C@H](OC(=O)N[C@H]1CCCc3ccccc31)C2=O
    0.0	13.1	3.2	2.4	0.0	1.4	3.8	102.4	-7.1
> CCn1cc(C(=O)NCc2ccco2)c(=O)c2cc(F)c(N3CCN(C(=O)c4ccco4)CC3)cc21
    3.7	6.2	4.0	12.3	0.1	10.5	9.1	96.3	-1.8
> Cn1c(SCC(=O)NC(=O)NCc2ccco2)nnc1-c1ccccc1
    -1.9	-9.8	-1.1	10.4	0.2	-1.9	5.7	106.7	-0.6
> Cc1ccc(-n2c(CSc3nc(C)cc(C)n3)nnc2SCC(=O)Nc2nccs2)cc1
    3.8	0.7	-1.4	-13.8	-0.1	-0.8	-6.5	86.1	2.6
> Cc1cc(NC(=O)C2CC(c3ccccc3Cl)=NO2)no1 (stereo not drawn)
    -3.0	-9.1	0.1	7.4	-0.1	-2.2	5.3	97.1	-0.1
> CC(C)Cc1cc(CNC(=O)C2CCC(=O)N(Cc3cccc(C(F)(F)F)c3)C2)on1 (stereo not drawn)
    2.2	3.4	1.0	-12.0	9.2*	-0.3	-0.5	111.2	2.7
> CCc1noc(C)c1C(=O)Nc1nnc(C2CCCCC2)s1
    9.3	6.9	2.0	-8.4	0.0	-0.1	-0.6	109.1	-0.9
> Cc1ccc(C)c(N2CCN(C(=O)c3cc4sccc4n3C)CC2)c1
    1.8	-8.2	2.8	-10.0	0.1	2.9	1.3	91.6	-3.3
> Cc1cc2ncn(C(=O)c3ccc4c(c3)OCO4)c2cc1C
    -6.1	-18.0	1.6	-6.8	0.2	-5.3	-0.5	83.3	-3.1
> Cn1c(=O)c2c(O)cc(=O)n(-c3ccccc3)c2n(C)c1=O
    1.5	2.1	1.0	13.0	-0.1	-2.5	1.5	93.9	4.9
> CCCNC(=O)COc1coc(CN2CCN(c3cccc(Cl)c3)CC2)cc1=O
    -3.5	-5.4	-3.5	3.3	0.2	5.5	7.3	96.4	0.2
> O=C(c1cc2ccccc2o1)N1CCCC1
    5.7	0.4	-1.0	4.3	-0.1	4.5	-1.2	94.6	3.2
> C=CCn1c(CCc2ccccc2)nnc1SCC(N)=O
    0.8	-7.6	-1.1	-5.5	-0.1	-8.9	1.9	105.5	-0.5
> Cc1ccc(C)c(N(C(=O)c2snc(C(N)=O)c2N)C(C(=O)NCC2CCCO2)c2cccs2)c1 (stereo not drawn)
    1.6	1.6	1.7	4.9	0.1	1.3	-0.9	93.3	-3.5
> O=C(NC1CC2CCCC(C1)N2C(=O)Nc1ccc(F)cc1)c1ccccc1 (stereo not drawn)
    3.0	-8.3	-0.1	-0.1	-0.1	-1.6	1.8	90.7	-4.5
> CC1(C)CC(=O)C=C(C(=O)N2CCCC(C(=O)c3cccc(C(F)(F)F)c3)C2)O1 (stereo not drawn)
    -8.2	-17.6	2.7	-16.6	0.5	-11.9	-5.2	89.8	-2.2
> COC(=O)c1sc(NC(=O)CSc2nc3cccnc3n2C2CCCCC2)nc1C
    0.5	2.5	-0.5	-4.9	0.0	-8.3	-3.9	95.0	-0.2
> COc1cccc(CN2CC(C(=O)N(C)Cc3[nH]c4ccccc4c3C)CCC2=O)c1 (stereo not drawn)
    0.5	2.4	0.0	12.9	0.0	-6.7	-2.0	87.0	-2.3
> CN1CCN(C(=O)CCn2nc(-c3ccccc3)c3ccccc3c2=O)CC1
    -3.5	-0.7	3.2	10.2	-0.1	4.9	0.5	95.3	2.6
> CCN1C(=O)N[C@@H](c2ccco2)C(C(=O)OC)=C1C
    2.6	11.3	1.5	-6.5	0.1	0.5	0.7	87.3	-0.8
> CC(NC(=O)COC(=O)c1cc(=O)[nH]c2ccccc12)c1ccccc1 (stereo not drawn)
    -0.2	-8.3	-1.3	-3.5	-0.1	-7.1	0.7	107.1	-0.6
> Cc1ccc2c(c1)N(C(=O)CCC(=O)NCCCN1CC(C)CC(C)C1)CCO2 (stereo not drawn)
    -0.3	-7.1	-1.8	-11.8	-0.2	3.2	5.0	155.1	-4.2
> Cc1ccc2c(CSc3nc4ccccc4c(=O)n3CCCO)cc(=O)oc2c1C
    -5.9	5.7	-2.4	19.7	0.2	-8.4	-5.0	88.2	-12.6
> Brc1ccc(-c2cn3ccccc3n2)s1
    -3.0	3.3	-2.5	3.5	-0.1	-3.4	0.1	101.9	-0.2
> CCCCNC(=O)c1ccccc1SCC(=O)NC1CCCCCCC1
    -0.1	nt	nt	-9.8	0.2	7.3	2.6	117.9	nt
> CC1=NN(C(C#N)c2ccccc2C)C(c2ccccc2)C1 (stereo not drawn)
    5.7	-9.0	-0.4	-12.5	-0.1	-0.7	-0.2	102.4	1.6
> COc1ccc(NC(=O)COC(=O)c2ccc(O)cc2)c([N+](=O)[O-])c1
    8.6	6.1	-1.6	2.7	0.1	8.0	4.6	132.8	3.7
> Cc1occc1-c1nnc(SCC(=O)NC2CCCC2)n1-c1ccccc1
    6.3	1.6	1.3	-9.0	-0.2	7.7	1.7	98.3	1.8
> COc1ccc(-c2cn[nH]c2-c2ccc(OC)cc2)cc1
    1.9	14.5	3.0	8.4	0.1	8.2	2.0	108.4	-2.4
